# Source: PubChem (several laboratories)
# TRPC4 agonist = activators of mouse TRPC4 channel; B-score at 10 µM; HEK293 TRPC4beta/mu-opioid, Fluo4 calcium fluorescence; stronger effect = higher value; Q9QUQ5; 310,000 compounds, 0.49% hits;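 active means B-score above 5 SD of library B-scores, and initial fluorescence ratio not above library mean plus 5 SD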;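 further: positive B-score marks a calcium rise read as TRPC4 activation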
#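 Material: HEK293 stable line with TRPC4beta plus mu-opioid receptor; technique: Fluo4 calcium-sensitive dye fluorescence, kinetic, 1 Hz baseline; timing: Fluo4 dye loading 45 min at room temperature, 110 s recording; controls: assay buffer as low control, maximal DAMGO as high control; read-out: integrated baseline-normalised fluorescence ratio, converted to per-well B score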
# KCNK3 inh = human KCNK3 channel inhibition, primary screen; AID 602410; CHO-KCNK3 thallium flux, FluxOR fluorescence; stronger effect = lower value; 340,000 compounds, 0.84% hits; B-score at 10 µM;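 active means B-score under library mean minus 4 SD, starting fluorescence ratio at most library mean plus 5 SD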;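 further: more negative B-score means stronger inhibition of thallium flux through KCNK3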
# HDAC3 inhib = human HDAC3 inhibition. O15379. recombinant HDAC3, fluorogenic peptide/trypsin coupled, fluorescence. inhibition, % at 8.3 µM. 320,000 compounds, 0.15% hits; in the data active means inhibition above about 26%, passing the limit was not always enough
# KCNK9 inh = inhibitors of human KCNK9 two-pore domain potassium channel; Q9NPC2; HEK293 KCNK9, FluxOR thallium flux fluorescence; stronger effect = lower value; B-score at 10 µM; 310,000 compounds, 1.2% hits; AID 488922;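 active means ratio B-score over 3 SD below the library mean, with starting fluorescence within 5 SD of its mean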;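 further: negative B-score means less thallium flux so channel inhibition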
# KCNQ1 pot = potentiators or activators of human KCNQ1 potassium channel; P51787; 310,000 compounds, 0.35% hits; CHO-K1 KCNQ1, thallium flux FluxOR fluorescence; stronger effect = higher value; B-score at 10 µM; AID 2648;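 active means fluorescence ratio B-score, a plate-corrected score, at least three library SD, with initial intensity B-score within 5 SD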
#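 Assay system: CHO-K1 cells stably expressing KCNQ1; Medium: assay buffer with matched DMSO; Also added: K+/Tl+ depolarizing stimulus; Dosing: single dose; Timing: dye 90 min, compound 20 min, room temperature; Measured by: kinetic FluxOR thallium fluorescence, 10-s 1-Hz baseline, 110-s post-stimulus read; Read-out: peak-minus-minimum fluorescence over initial fluorescence, negative-control normalized, B-scored.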
# TRPC4 PAM = allosterically enhances the mouse TRPC4 cation channel. B-score at 10 µM. HEK293 TRPC4beta/mu-opioid, DAMGO EC20, Fluo-4 Ca2+ flux; stronger effect = higher value. AID 2227. Q9QUQ5. 310,000 compounds, 0.42% hits;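 active means B-score of calcium response area above 5 SD of library B-scores, with initial fluorescence ratio within 5 SD of library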;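 further: B-score of integrated fluorescence ratio over time as area under calcium response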
# Dyrk1A ADPGlo = blocks rat Dyrk1A kinase activity; inhibition, % at 12.5 µM; 310,000 compounds, 0.43% hits; ADP-Glo luminescence, NFATc1 peptide; AID 504441; Q63470; in the data active means inhibition above about 50%;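 further: plate controls were vehicle with enzyme for no effect and no enzyme for full effect; many of its hits are not listed in these tables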
# hERG rescue = compounds protecting human hERG from proarrhythmic drug block. CHO-hERG, FluxOR thallium flux, dofetilide IC70 present. Q12809. 310,000 compounds, 0.51% hits. activation (rescue from dofetilide block), less the hit threshold, % at 10 µM;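 active means activation above the mean of controls blocked by dofetilide plus 5 SD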;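 further: thallium influx through hERG after potassium depolarization seen as dye fluorescence rise; in these data hits start at about 4.7%; inactives centre near -7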
# Target sequence (Q12809 whole entry, looked up): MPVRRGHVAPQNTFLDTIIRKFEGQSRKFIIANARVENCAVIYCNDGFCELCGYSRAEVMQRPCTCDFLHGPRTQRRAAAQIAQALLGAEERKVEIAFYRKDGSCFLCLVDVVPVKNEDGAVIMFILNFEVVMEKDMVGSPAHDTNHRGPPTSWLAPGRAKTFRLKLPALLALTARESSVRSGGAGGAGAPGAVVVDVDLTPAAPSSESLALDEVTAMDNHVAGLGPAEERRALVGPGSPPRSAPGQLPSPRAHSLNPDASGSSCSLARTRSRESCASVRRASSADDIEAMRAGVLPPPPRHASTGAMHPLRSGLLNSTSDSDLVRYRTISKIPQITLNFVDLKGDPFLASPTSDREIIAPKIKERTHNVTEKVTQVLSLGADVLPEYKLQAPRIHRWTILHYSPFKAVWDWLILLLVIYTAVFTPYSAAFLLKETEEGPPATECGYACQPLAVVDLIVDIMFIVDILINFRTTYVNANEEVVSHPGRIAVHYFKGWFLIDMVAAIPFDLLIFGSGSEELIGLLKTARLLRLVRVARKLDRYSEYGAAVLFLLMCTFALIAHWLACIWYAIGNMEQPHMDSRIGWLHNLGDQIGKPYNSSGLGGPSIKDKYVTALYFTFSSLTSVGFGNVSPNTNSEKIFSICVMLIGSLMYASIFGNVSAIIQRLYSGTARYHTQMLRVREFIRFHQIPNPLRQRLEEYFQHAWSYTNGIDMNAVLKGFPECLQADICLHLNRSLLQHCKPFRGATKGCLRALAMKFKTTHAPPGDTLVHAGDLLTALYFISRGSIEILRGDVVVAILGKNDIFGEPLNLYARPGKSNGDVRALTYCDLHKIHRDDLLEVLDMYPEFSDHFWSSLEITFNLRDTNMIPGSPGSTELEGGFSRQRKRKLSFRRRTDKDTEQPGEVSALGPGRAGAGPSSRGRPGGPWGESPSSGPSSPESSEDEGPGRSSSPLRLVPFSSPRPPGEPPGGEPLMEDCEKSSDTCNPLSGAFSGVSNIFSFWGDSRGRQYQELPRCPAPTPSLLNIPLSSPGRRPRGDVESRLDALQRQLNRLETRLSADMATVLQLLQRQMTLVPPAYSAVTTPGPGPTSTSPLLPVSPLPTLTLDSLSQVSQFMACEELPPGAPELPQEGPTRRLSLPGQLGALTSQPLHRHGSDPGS
# ANO1 block = mouse TMEM16A channel inhibition, primary screen; Q8BHY3; HEK293 TMEM16A/YFP iodide influx fluorescence, ionomycin; normalized B-score (activity score, 25-100; higher = stronger inhibition) at 10 µM; 310,000 compounds, 1.2% hits; AID 588511;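 active means ratio plate-corrected score three or more library SD toward inhibition, starting fluorescence score within five deviations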;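 further: score derived from kinetic fluorescence span divided by baseline fluorescence per well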
# TMEM16A act = activators or potentiators of mouse TMEM16A chloride channel; Q8BHY3; HEK293 TMEM16A/YFP-H148Q/I152L, iodide quench fluorescence; stronger effect = lower value; B-score at 10 µM; 340,000 compounds, 0.3% hits; AID 623877;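 active means fluorescence-ratio B-score plate-corrected deviation score at least 3 library SD below zero, with starting fluorescence score within 5 deviations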;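 further: channel opened by trigger with iodide after compound preincubation; score built on the fluorescence ratio of max minus min over baseline; more negative score means more quench and so TMEM16A activation or potentiation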
# KCNQ1 inh = inhibitors of human KCNQ1 potassium channel; P51787; CHO-K1 KCNQ1, FluxOR thallium flux fluorescence; stronger effect = higher value; B-score at 10 µM; 310,000 compounds, 1.3% hits; AID 2642;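 active means compounds whose thallium flux B-score, printed positive for inhibition, exceeds three library SD while starting fluorescence stays within three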;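 further: channel opened by potassium depolarization with thallium stimulus after 20 min compound exposure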
# * marks the source's active call; other numbers are inactive results; i = inactive; x = not tested or not shown. A portion of the library; rates above refer to the full screens.
# Results follow in this order: TRPC4 agonist	KCNK3 inh	HDAC3 inhib	KCNK9 inh	KCNQ1 pot	TRPC4 PAM	Dyrk1A ADPGlo	hERG rescue	ANO1 block	TMEM16A act	KCNQ1 inh
- CCOC(=O)c1cc(C#N)c(N2CCCCC2)nc1-c1ccccc1
 : i	i	3	i	i	i	7	-8	i	i	i
- COc1ccc(NC(=O)C2C(=O)N(C)C3(C)CC2c2ccccc2O3)cc1 (configuration not stated)
 : i	i	-3	i	i	i	2	-3	i	i	i
- Cc1ccc(COn2c(-c3ccc(Cl)cc3)nc3ccc([N+](=O)[O-])cc32)cc1
 : i	i	4	i	i	i	3	-7	i	i	i
- CCCS(=O)(=O)Nc1ccc2cn[nH]c2c1
 : i	i	5	i	i	i	x	-1	i	i	i
- O=C(Nc1ccc2c(c1)OCCO2)c1coc2ccccc2c1=O
 : i	i	-1	i	i	i	14	-13	i	i	i
- Cc1ccc(S(=O)(=O)N2CCC(C(=O)NNC(=O)c3ccc(F)cc3)CC2)cc1
 : i	i	5	i	i	i	-2	-11	i	i	i
- S=C(c1ccc(-c2ccccc2Cl)o1)N1CCOCC1
 : i	i	7	i	i	i	-5	-13	i	i	i
- COc1ccc(C(=O)CSc2nccc(=O)[nH]2)cc1
 : i	i	-1	i	i	i	-5	-5	i	i	i
- CCCCCC(O)CCC(=O)NNC1=CC(=O)CC(C)(C)C1 (configuration not stated)
 : i	i	-8	i	i	i	-7	-13	i	i	i
- CC(C)(C)c1ccc(NC(=S)NCc2cccs2)cc1
 : i	i	0	i	i	i	3	-6	i	i	i
- Cc1cccc(/C=N/c2sc3c(c2C(=O)OC(C)(C)C)CCN(C)C3)c1O
 : i	i	10	i	i	i	33	-16	i	i	i
- N#C/C(=C\c1cccnc1)C(=O)Nc1ccc(O)cc1F
 : i	i	-2	i	i	i	8	-9	i	x	i
- Cc1ccc(-c2nnc3n2CCCCC3)cc1
 : i	i	-5	i	i	i	-2	-7	i	i	i
- O=C(COc1ccccc1C(=O)NCC1CCCO1)Nc1ccc(Cl)cc1Cl (configuration not stated)
 : i	i	-4	i	i	i	x	-19	i	i	i
- O=C(O)c1ccc(Cn2cnc3sc4c(c3c2=O)CCCC4)cc1
 : i	i	-2	i	i	i	21	-1	i	i	i
- COCC(=O)N=Nc1c(O)[nH]c2ccccc12
 : i	i	7	i	i	i	1	-8	i	i	i
- CCCCCCC(C)n1[nH]c(=O)c2c(C)cc(=O)[nH]c21 (configuration not stated)
 : i	i	7	i	i	i	6	-6	i	i	i
- CCn1ccnc1C(O)c1cccc2ccccc12 (configuration not stated)
 : i	i	-3	i	i	i	-3	-8	i	i	i
- CCOC(=O)c1c(P(=O)(N2CCOCC2)N2CCOCC2)noc1N
 : i	i	-3	i	i	i	-4	-9	i	i	i
- COc1ccc(S(=O)(=O)Nc2cccc(-n3cnnn3)c2)cc1OC
 : i	i	1	i	i	i	-6	-5	i	i	i
- CCOc1ccc(C(=O)Nc2c3c(nn2-c2cccc(Cl)c2)CS(=O)C3)cc1 (configuration not stated)
 : i	i	0	i	i	i	0	-10	i	i	i
- O=C(c1ccccc1F)N1CCN(S(=O)(=O)c2ccc(S(=O)(=O)N3CCCCC3)cc2)CC1
 : x	i	-4	x	x	x	0	x	i	i	x
- COc1ccc(S(=O)(=O)NC2CCCCC2)cc1C(=O)N1CCCCC1
 : i	i	3	i	i	i	-3	-10	i	i	i
- CCOC(=O)c1sc(NC(=O)c2cccnc2)c(C#N)c1C
 : i	i	-3	i	i	i	-1	-8	i	i	i
- CC1(NC(=O)N2CCOCC2)CCS(=O)(=O)C1 (configuration not stated)
 : i	i	0	i	i	i	1	-1	i	i	i
- COC(C[C@H](O)C[C@@H](O)[C@H](C)OCc1ccccc1)OC
 : i	i	x	i	i	i	6	-7	x	i	i
- CCN(CC)S(=O)(=O)c1cccc(C(=O)NCC2CCCO2)c1 (configuration not stated)
 : i	i	3	i	i	i	-1	1	i	i	i
- Cc1ccccc1N1C(=O)CSC1=C(C#N)C#N
 : i	i	x	i	i	i	1	0	i	i	i
- NC(=O)Cn1nc([N+](=O)[O-])nc1Oc1ccccc1C(=O)N1CCOCC1
 : i	i	-2	i	i	i	9	-5	i	i	i
- O=C(NC1CCSc2ccccc21)c1cccc([N+](=O)[O-])c1 (configuration not stated)
 : i	i	1	i	i	i	2	-12	i	i	i
- CCOC(=O)c1ccccc1Oc1c(F)c(F)nc(NCCO)c1F
 : i	i	4	i	i	i	-24	1	i	i	i
- COc1ccc(Cl)cc1S(=O)(=O)NCc1cccs1
 : i	i	-4	i	i	i	-5	-7	i	i	i
- COCCNC(=O)NC1(C(F)(F)F)Oc2ccc(Cl)cc2O1 (configuration not stated)
 : i	i	3	i	i	i	-8	0	i	i	i
- CCN(CC)S(=O)(=O)c1ccc(-c2cn3ccc(C)cc3n2)cc1
 : i	i	-1	i	i	i	-7	-6	i	i	i
- COc1cc2c(cc1OC)C(c1ccccc1C(F)(F)F)CC(=O)N2 (configuration not stated)
 : i	i	-8	i	i	i	-2	-7	i	i	i
- COc1ccccc1/C=C/C(=O)Nc1ccc2c(c1)OCCO2
 : i	i	10	i	i	i	-10	-15	i	i	i
- CCc1ccccc1NC(=S)N(CCN(C)C)C(C)c1ccccn1 (configuration not stated)
 : i	i	-8	i	i	i	1	-3	i	i	i
- C=CCn1c(C23CC4CC(CC(C4)C2)C3)n[nH]c1=S
 : i	i	x	i	i	i	1	-2	x	i	i
- CCn1c(CSc2nnc(-c3ccncc3)n2C)nc2cc(C(=O)O)ccc21
 : i	i	4	i	i	i	3	-7	i	i	i
- N#CC(Sc1ccccn1)c1ccc(Cl)cc1Cl (configuration not stated)
 : i	i	1	i	i	i	2	-7	i	i	i
- CN(Cc1ccccc1)C(=O)C(=O)c1cn(CC(=O)N2CCCC2)c2ccccc12
 : i	i	7	i	i	i	-6	-6	i	i	i
- CCN(c1nc(N)c(C(=O)N=C(N)N)nc1Cl)C(C)C
 : 100*	i	4	i	i	i	7	-8	i	i	i
- O=C(NC(=S)Nc1ccc(F)c([N+](=O)[O-])c1)c1ccccc1F
 : i	i	-2	i	i	i	2	-6	i	i	i
- Cc1cc(-c2c(C)[nH]n(-c3ccc(Cl)cc3)c2=O)n[nH]1
 : i	i	0	i	i	i	11	-8	i	i	i
- CCN(CC)c1cc(C)c2cc(NC(=O)c3cccs3)ccc2n1
 : i	i	-2	i	i	i	x	-24	i	i	i
- Cc1nc(-c2noc(-c3ccc(Cl)cc3)n2)c(C(F)(F)F)o1
 : i	i	-3	i	i	i	-1	-2	i	i	i
- O=S(=O)(Nc1cccnc1Cl)c1ccc(-c2ccccc2)cc1
 : i	i	-4	i	i	i	-3	-8	i	i	i
- Cc1c(CC(=O)NCC(=O)NCC(=O)O)c(=O)oc2c(C)c3oc4c(c3cc12)CCCC4
 : i	i	-7	i	i	i	0	-5	i	i	i
- CCOc1ccc(CCNS(=O)(=O)c2cnc[nH]2)cc1OCC
 : i	i	4	i	i	i	3	-6	i	i	i
- Cn1cc(/C=C2\SC(=S)N(N3CCOCC3)C2=O)c2ccccc21
 : i	i	1	i	i	i	-5	-1	i	i	i
- COc1ccc(-c2cc(=O)oc3c(C)c(OC(C)C(=O)NCc4ccccn4)ccc23)cc1 (configuration not stated)
 : i	i	-2	i	i	i	3	-9	i	i	i
- CN(C)S(=O)(=O)c1cccc(C(=O)NCCc2ccccc2)c1
 : i	i	-12	i	i	i	-4	-10	i	i	i
- CCOC(=O)c1c(NC(=O)CSc2nnc(-c3cccnc3)o2)sc(C)c1C
 : i	i	-5	i	i	i	-2	-8	i	i	i
- c1ccc(CNc2nc(-c3ccccc3)nc3ccccc23)cc1
 : i	i	10	i	i	i	6	0	i	i	i
- Cc1cc(=O)oc2cc(NC(=S)NNC(=O)c3c(Cl)cnn3C)ccc12
 : i	i	6	i	i	i	2	-4	i	i	i
- COc1ccc([N+](=O)[O-])cc1NC(=O)C1C2C=CC(C2)C1C(=O)O (configuration not stated)
 : i	i	2	i	i	i	2	-6	i	i	i
- CN(CC(=O)Nc1ccccc1Cl)C(=O)CCc1nc2ccccc2c(=O)[nH]1
 : i	i	x	i	i	i	x	-15	i	i	i
- COCC(=O)Nc1cc(C)cn(Cc2c(F)cccc2Cl)c1=O
 : i	i	-2	i	i	i	-2	-3	i	i	i
- CN(C)/C=C(\C#N)C(=O)c1cccc(Oc2ccc(Br)cc2)c1
 : i	i	6	i	i	i	4	-12	i	i	i
- O=C1c2ccccc2C(=O)N1CCOc1ccc(F)cc1
 : i	i	1	i	i	i	x	-13	i	i	i

# (next part)
# Results follow in this order: TRPC4 agonist	KCNK3 inh	HDAC3 inhib	KCNK9 inh	KCNQ1 pot	TRPC4 PAM	Dyrk1A ADPGlo	hERG rescue	ANO1 block	TMEM16A act	KCNQ1 inh
- O=c1[nH]c(=O)n(Cc2ccco2)c2c1C(C(F)(F)F)(C(F)(F)F)N=C(c1ccco1)N2
 : x	i	7	x	x	x	3	x	i	i	x
- Cc1ccc(-c2noc(C3CCCN(S(=O)(=O)c4ccc5ccccc5c4)C3)n2)o1 (configuration not stated)
 : i	i	-5	i	i	i	30	-18	i	i	i
- COc1ccc2cc(C(=O)C3CCCN(Cc4cnc(C)s4)C3)ccc2c1 (configuration not stated)
 : i	i	-44	i	i	i	-5	-11	i	i	i
- O=C1CC(C(=O)Nc2ncccn2)C(c2ccccc2)O1 (configuration not stated)
 : i	i	0	i	i	i	-4	-11	i	i	i
- CCOC(=O)Cc1csc(NC(=O)COc2ccccc2OC)n1
 : i	i	-1	i	i	i	20	0	i	i	i
- COC(=O)CCC(=O)OC1(C)C(=O)C=C2C=C(C3CC3)N(C3CC3)C=C2C1=O (configuration not stated)
 : i	i	3	i	i	i	13	-2	i	i	i
- C=CCNC(=S)Nc1sc2c(c1C(=O)OCC)CC(C(C)C)OC2 (configuration not stated)
 : i	i	x	i	48*	i	9	-1	i	i	i
- CSc1nsc(/C=C/Nc2ccc(Cl)cc2)c1C#N
 : i	i	-1	i	i	i	8	-7	i	i	i
